Source: PubChem (several laboratories)
XIAP displacement – small molecules displacing peptide from XIAP – biochemical, IAP family, fluorescence polarization (AID 1018) | XIAP BIR domain, fluorescence polarization peptide displacement; higher % means a stronger effect | displacement, % at 20 µM; hits with a dose series show IC50 in µM | actives 0.007% (n = 200,000); in the data active means displacement above about 50%; further: a part of the inactive calls stands beside numbers as strong as those of hits
LYP phosphatase – PTPN22 lymphoid phosphatase activity blockers – biochemical, fluorescence intensity, uHTS (AID 1779); actives 0.054% (n = 290,000); inhibition, % at 11.5 µM, or IC50 in µM where a hit was titrated; recombinant LYP phosphatase, fluorescence intensity; higher % means a stronger effect;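 further: plate controls were vehicle with enzyme for no effect and no enzyme for full effect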
Siah-1 displacement – Siah-1 peptide-binding antagonists, primary screen, biochemical, fluorescence polarization, rhodamine-plectin, uHTS (AID 1817); Siah-1 / rhodamine-plectin peptide fluorescence polarization; higher % means a stronger effect; one-dose displacement, % at 20 µM; IC50 in µM for titrated hits; actives 0.02% (n = 290,000);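 active means displacement of at least 50% at 20 µM, with a fluorescence ratio check between 0.3 and a set limit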;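 further: plate controls were Siah plus tracer with DMSO for no effect and tracer alone without Siah for full effect; strong numbers were not always called active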
AID2073 – inhibitors of Mint1-CaV2.2 protein interaction, biochemical, HTRF (AID 2073); HTRF protein-protein interaction, Mint1-CaV2.2; higher % means a stronger effect; inhibition, % at 20 µM; hits with a dose series show IC50 in µM; actives 0.19% (n = 290,000); in the data active means inhibition mostly above about 51%, no sharp cut-off; inconclusive means no clear call, values can overlap the other calls; inactive means mostly below about 53%; further: some results filed as inactive read as strong as hits
HIV peptide binding – inhibitors of HIV fusion peptide binding, primary screen, biochemical, uHTS, fluorescence dequenching (AID 1986) | cell-free peptide binding, fluorescence dequenching, 30 min; higher % means a stronger effect | inhibition, % at 20 µM, or IC50 in µM where a hit was titrated | actives 0.3% (n = 290,000); in the data active means inhibition mostly above about 52%, no sharp cut-off; inactive means mostly below about 76%; further: some results filed as inactive read as strong as hits
Lipid droplet – hepatic lipid droplet formation modulation; AML12 mouse hepatocytes, oleate lipid droplets, BODIPY imaging; actives 0.4% (n = 240,000); inhibition, % at 6.5 µM; AID 1656;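 active means lipid droplet intensity inhibited by at least 50%, with more than 500 cells counted; inconclusive means wells with under 300 cells, treated as cytotoxic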
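material = mouse AML12 hepatocyte cell line, fixed after treatment | also added = 100 µM oleic acid challenge | doses = compound at 6.5 µM only | schedule = overnight exposure | technique = Image-based BODIPY and DAPI two-channel analysis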
NOD2 inhibition – inhibition of NOD2-driven NF-kB reporter – cell-based, luminescence, uHTS, HEK293 (AID 1566). inhibition, % at 4 µM; hits with a dose series show EC50 in µM. HEK293 NOD2/NF-kB luciferase reporter, luminescence; higher % means a stronger effect. actives 0.63% (n = 290,000); further: many of its hits are not listed in these tables
Myeloid diff 2 – myeloid differentiation induction; calls only at 10 µM; AID 624256; ER-HoxA9 myeloid progenitors, lysozyme-GFP differentiation, flow cytometry; actives 1% (n = 360,000);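 active means normalized GFP-positive differentiation at or above the plate's own cutoff, the solvent-only control mean plus 3 SD; inconclusive means no clear call, values can overlap the other calls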;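 further: cells exposed to compound for four days before flow analysis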
Dengue-2 NS5 capping – flavivirus cap methylation enzyme inhibition – biochemical, confirmation dose response, primary screen (AID 588689) | Dengue-2 NS5 methyltransferase capping enzyme assay, biochemical; higher % means a stronger effect | inhibition, % at 25 µM; hits with a dose series show IC50 in µM | actives 0.3% (n = 340,000); in the data active means a potency from the dose series; inconclusive means inhibition above about 29% without an active follow-up result
Lipid droplet cells 6.5 µM – second read-out of Lipid droplet, no call of its own (marks repeat the call); cell count; measured here: cell count, cytotoxicity flag;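 cells counted across two imaged fields per well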
Dengue-2 NS5 capping pilot replicate – further read-out of Dengue-2 NS5 capping, marked with its call; inhibition, %; measured here: pilot screen replicate inhibition
Myeloid diff 2 GFP+ MAC1+ % – also measured in Myeloid diff 2; calls as there; GFP+ MAC1+ double positive, %; measured here: differentiation confirmed by MAC1 staining
An asterisk follows results filed as active; i = inactive; ? = inconclusive; · = no result given; + = active, no number. Unless noted, no stated cut-off is given here; in the data, active means inhibition above about 50%; inactive means the rest. This is a subset. The share of hits here may be higher or lower than overall.

SMILES	XIAP displacement	LYP phosphatase	Siah-1 displacement	AID2073	HIV peptide binding	Lipid droplet	Lipid droplet cells 6.5 µM	NOD2 inhibition	Myeloid diff 2	Myeloid diff 2 GFP+ MAC1+ %	Dengue-2 NS5 capping	others
CCS(=O)(=O)Nc1cccc(-c2cc(-c3ccccc3)c3cc(C)ccc3n2)c1	-5.9%	6.2%	4.1%	5.9%	0.6%	19.3	649	0.2%	i	1.1	1.3%
CCOC(=O)CSc1nc2sccc2c(=O)[nH]1	-5.2%	-7.7%	1.2%	3.4%	0.0%	7.1	789	5.7%	i	3.0	-8.0%
CCn1nnnc1SCC(=O)c1ccc(C)cc1C	-7.2%	-6.6%	19.9%	5.4%	1.4%	-2.7	757	-85.1%	i	0.4	8.8%
C=CCC(Nc1ccco1)c1ccccc1 (configuration not stated)	1.3%	-5.2%	6.6%	-3.1%	3.2%	0.4	714	-16.5%	i	2.7	17.2%
COc1ccc(-c2nc(CSCC(=O)NC3CCCC3)c(C)o2)cc1OC	·	-9.5%	-1.2%	0.4%	0.4%	-10.3	648	-17.1%	?	·	0.9%
CCOC(=O)N1CCN(C(=O)C(NS(=O)(=O)c2cccc3nsnc23)c2ccccc2)CC1 (configuration not stated)	-0.5%	3.2%	10.9%	-6.5%	-0.9%	0.5	697	-22.3%	i	0.7	2.4%
COc1cc(NS(=O)(=O)c2ccc(Br)s2)cc(OC)c1	-5.7%	-4.9%	2.2%	-2.7%	0.5%	10.8	740	-15.4%	i	0.6	0.6%	Dengue-2 NS5 capping pilot replicate=-1.5
CCc1ccc(NC2=NC(C(=O)NC3CCCCC3)CC(=O)N2)cc1 (configuration not stated)	-3.8%	-2.7%	2.6%	-7.6%	1.6%	17.3	765	-9.0%	i	1.0	-6.8%	Dengue-2 NS5 capping pilot replicate=0.8
O=C1C2ON(c3ccc(Cl)cc3)C(c3ccco3)C2C(=O)N1c1ccccc1 (configuration not stated)	-5.6%	-7.2%	-0.3%	7.4%	5.0%	4.8	740	-20.6%	i	0.4	3.2%
CC1CCCC(C)N1C(=O)Cn1cc(/C=C2/C(=O)Nc3ccccc32)c2ccccc21 (configuration not stated)	5.7%	0.2%	-2.0%	4.5%	0.8%	-4.3	718	2.6%	i	1.4	10.4%
COc1ccc(C(=O)NCCSCc2cccc(Cl)c2)cc1OC	·	-4.9%	-1.3%	10.0%	-0.9%	-15.8	787	6.0%	i	0.4	-2.9%
CCCCN(CCCC)S(=O)(=O)c1c(C)[nH]c(=O)[nH]c1=O	-16.4%	-4.8%	-5.2%	-5.9%	0.2%	-3.0	696	-11.0%	i	0.2	-3.6%
Cc1nc(C)c(-c2ccc(SCc3ccccc3F)nn2)s1	·	-11.6%	-1.3%	-1.8%	-1.6%	-1.2	801	-13.6%	i	0.2	-6.4%
FC(F)(F)c1cccc(-c2nn[nH]n2)c1	-4.5%	-8.1%	6.5%	2.0%	0.7%	21.6	692	19.1%	i	1.6	-2.3%
Cc1ccc(C(=O)C2C(c3cccs3)NC(=O)NC2(O)C(F)(F)F)cc1 (configuration not stated)	-2.4%	-1.5%	-0.8%	0.1%	-0.3%	-1.8	592	-2.1%	i	0.0	-2.3%
Cc1ccc2cccc(SCC(=O)NCC#N)c2n1	-4.5%	-9.5%	-3.5%	2.2%	1.2%	9.2	713	-0.8%	i	1.6	-3.9%
CN(Cc1ccccc1)C(=O)CN1C(=O)NC(C)(c2ccc(Cl)cc2)C1=O (configuration not stated)	·	-8.9%	10.3%	-2.5%	0.7%	5.6	833	3.1%	i	0.8	2.4%
Cc1ccc(CNC(=O)C23CN(Cc4ccccc4)CC2C(c2ccc([N+](=O)[O-])cc2)=NO3)cc1 (configuration not stated)	-5.0%	5.1%	-0.3%	38.4%	4.1%	·	·	-9.7%	i	0.8	-7.9%
COc1ccccc1N1CC(C(=O)Nc2nnc(SCc3cccnc3)s2)CC1=O (configuration not stated)	·	-6.3%	2.0%	2.1%	1.6%	7.8	816	1.1%	i	2.8	-1.9%
CCOCCCNS(=O)(=O)c1ccc(NC(=O)Cc2c(F)cccc2Cl)cc1	2.2%	-7.9%	-4.3%	10.7%	-0.4%	-1.7	746	1.4%	i	0.3	·
O=C(c1nc(-c2ccccc2)n(-c2ccccc2)n1)N1CCN(S(=O)(=O)c2ccccc2)CC1	-5.2%	4.5%	-2.2%	-4.5%	-2.0%	-16.9	674	24.8%	i	1.5	-0.8%
COc1cccc2cc(C(=O)C3=C(O)C(=O)N(CCN4CCOCC4)C3c3cccc(Cl)c3)oc12 (configuration not stated)	·	-5.8%	5.8%	22.9%	1.8%	-6.7	640	9.2%	i	0.6	-17.4%
O=C(Nc1cccs1)Nc1ccc(Br)cc1F	-5.0%	0.1%	-10.3%	-3.8%	13.6%	-24.4	635	-15.4%	i	1.0	-9.6%
COc1ccc(CCc2nnc(CCC(=O)N(C)Cc3ccncc3C)o2)cc1	-8.0%	-12.6%	-4.2%	-9.1%	-0.9%	-2.6	722	0.6%	i	0.4	3.6%
Cc1cc(Cl)cc(C)c1OCCCCN1CCOCC1	-3.4%	-4.2%	4.3%	1.5%	1.7%	17.8	661	-17.5%	i	8.9	-1.4%

In the list so far, eight have a carbonyl joined to an NH by a bond outside any ring:
SMILES	XIAP displacement	LYP phosphatase	Siah-1 displacement	AID2073	HIV peptide binding	Lipid droplet	Lipid droplet cells 6.5 µM	NOD2 inhibition	Myeloid diff 2	Myeloid diff 2 GFP+ MAC1+ %	Dengue-2 NS5 capping	others
COc1ccc(-c2nc(CSCC(=O)NC3CCCC3)c(C)o2)cc1OC	·	-9.5%	-1.2%	0.4%	0.4%	-10.3	648	-17.1%	?	·	0.9%
CCc1ccc(NC2=NC(C(=O)NC3CCCCC3)CC(=O)N2)cc1 (configuration not stated)	-3.8%	-2.7%	2.6%	-7.6%	1.6%	17.3	765	-9.0%	i	1.0	-6.8%	Dengue-2 NS5 capping pilot replicate=0.8
COc1ccc(C(=O)NCCSCc2cccc(Cl)c2)cc1OC	·	-4.9%	-1.3%	10.0%	-0.9%	-15.8	787	6.0%	i	0.4	-2.9%
Cc1ccc2cccc(SCC(=O)NCC#N)c2n1	-4.5%	-9.5%	-3.5%	2.2%	1.2%	9.2	713	-0.8%	i	1.6	-3.9%
Cc1ccc(CNC(=O)C23CN(Cc4ccccc4)CC2C(c2ccc([N+](=O)[O-])cc2)=NO3)cc1 (configuration not stated)	-5.0%	5.1%	-0.3%	38.4%	4.1%	·	·	-9.7%	i	0.8	-7.9%
COc1ccccc1N1CC(C(=O)Nc2nnc(SCc3cccnc3)s2)CC1=O (configuration not stated)	·	-6.3%	2.0%	2.1%	1.6%	7.8	816	1.1%	i	2.8	-1.9%
CCOCCCNS(=O)(=O)c1ccc(NC(=O)Cc2c(F)cccc2Cl)cc1	2.2%	-7.9%	-4.3%	10.7%	-0.4%	-1.7	746	1.4%	i	0.3	·
O=C(Nc1cccs1)Nc1ccc(Br)cc1F	-5.0%	0.1%	-10.3%	-3.8%	13.6%	-24.4	635	-15.4%	i	1.0	-9.6%

Additional structures:
SMILES	XIAP displacement	LYP phosphatase	Siah-1 displacement	AID2073	HIV peptide binding	Lipid droplet	Lipid droplet cells 6.5 µM	NOD2 inhibition	Myeloid diff 2	Myeloid diff 2 GFP+ MAC1+ %	Dengue-2 NS5 capping	others
COc1ccc(Nc2nnc(SCc3cn4c(C)cccc4n3)s2)cc1	-31.0%	-4.3%	-7.7%	?	-2.8%	-1.7	632	2.9%	+	10.3*	-7.7%
COc1ccc(C(=O)COC(=O)c2ccn(C)n2)cc1	·	-3.7%	0.3%	-3.0%	-0.8%	-5.2	793	-7.7%	i	1.1	2.5%
COc1cc(NC(=O)c2ccc(Br)cc2)ccc1NC(=O)c1cc2ccccc2o1	·	-14.4%	0.4%	49.3%	-0.3%	-8.9	777	6.6%	i	0.4	-4.1%
CCN(CC)S(=O)(=O)c1ccc(OC)c(NC(=O)c2cc3c(=O)n4ccccc4nc3s2)c1	-1.7%	-2.6%	2.0%	36.6%	2.3%	-0.5	695	-11.6%	i	0.5	-1.4%
CCOC(=O)[C@@H]1[C@H]2COc3ccc(Br)cc3[C@H]2N2C(=O)N(c3cccc(Cl)c3)C(=O)[C@]12C	·	-13.6%	0.1%	19.2%	0.5%	5.7	781	12.3%	i	1.0	-3.3%
CC(=O)c1ccc(OCC(=O)Nc2ccc3c(c2)CCC3)cc1	-1.4%	1.9%	1.1%	2.5%	-1.0%	-4.1	691	5.3%	i	0.1	7.0%
CCc1nnc2n1N=C(c1ccccc1)CS2	·	-5.2%	0.8%	3.8%	-1.7%	4.8	425	5.9%	i	0.9	-0.7%
Cc1nn(Cc2ccccc2)c(Cl)c1/C=C/C(=O)OCC(=O)N1CCCC1=O	-5.4%	0.1%	2.7%	5.1%	1.2%	4.7	670	-16.2%	i	0.9	1.5%
CCOC(=O)CCCNC(=O)COC(=O)c1cccc(F)c1	-3.5%	-2.1%	-0.8%	7.1%	-0.9%	-3.2	655	4.3%	i	0.8	-3.0%
COc1cc(C(=O)OC2CCCCC2=O)cc(OC)c1C (configuration not stated)	-5.6%	-7.5%	-0.7%	2.9%	-1.0%	·	·	13.5%	i	1.2	-6.5%
O=C(c1cc(S(=O)(=O)N2CCC3(CC2)OCCO3)ccc1F)N1CCCCC1	-2.1%	-5.3%	-0.3%	-3.4%	0.2%	8.7	702	2.2%	i	1.4	1.6%
CC1CCCCN1C(=O)c1cnn2c(C(F)(F)F)cc(-c3ccco3)nc12 (configuration not stated)	2.3%	-2.8%	2.2%	9.6%	-1.9%	·	·	5.9%	i	1.2	12.1%
CN(C)CCCNC(=S)Nc1ccc(Br)cc1	·	1.5%	2.4%	-10.1%	0.1%	2.4	696	19.4%	i	0.8	-5.4%

A portion of the results above, for reference:
SMILES	XIAP displacement	LYP phosphatase	Siah-1 displacement	AID2073	HIV peptide binding	Lipid droplet	Lipid droplet cells 6.5 µM	NOD2 inhibition	Myeloid diff 2	Myeloid diff 2 GFP+ MAC1+ %	Dengue-2 NS5 capping	others
CCOC(=O)[C@@H]1[C@H]2COc3ccc(Br)cc3[C@H]2N2C(=O)N(c3cccc(Cl)c3)C(=O)[C@]12C	·	-13.6%	0.1%	19.2%	0.5%	5.7	781	12.3%	i	1.0	-3.3%
CC(=O)c1ccc(OCC(=O)Nc2ccc3c(c2)CCC3)cc1	-1.4%	1.9%	1.1%	2.5%	-1.0%	-4.1	691	5.3%	i	0.1	7.0%
